MT1-MMP act inh: inhibitors of human MT1-MMP activation | P50281 | HT1080 RFP-PRO-GFP cells, GFP/RFP ratio fluorescence, overnight; percent of plate control window, DMSO zero | GFP/RFP ratio change, % at 20 µM | 360,000 tested, 0.061% active;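 active = GFP/RFP ratio change of at least 30% with cell ATP level not reduced by more than half and red fluorescence within 50% of control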; note: strong numbers were not always called active
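system = RFP-PRO-GFP reporter HT1080 cells | dosing = 20 µM single dose, 1% DMSO | timing = overnight cell settling, then overnight compound exposure, 37 °C, 5% CO2 | read-out basis = GFP/RFP fluorescence ratio | controls = DMSO and RFP-L50D-GFP cell wells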
FAS-TE inh: inhibitors of human fatty acid synthase thioesterase domain. AID 602261. inhibition, % at 15 µM. recombinant FAS-TE, OMFH fluorogenic substrate, fluorescence endpoint. 360,000 tested, 0.67% active. P49327;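 active = compounds whose normalised, plate-corrected inhibition of enzyme fluorescence in the single-dose primary screen is 50% or more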;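 note: 0% = DMSO with enzyme and 100% = substrate without enzyme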
CendR NRP1 mod: NRP-1/CendR interaction modulation; 360,000 tested, 0.85% active; inhibition, % at 25 µM; FAM-RPARPAR peptide binding to NRP-1, fluorescence polarization; AID 602438; O14786;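 active = inhibition or corrected inhibition above about 18%, plus a signal ratio from 0.5 to 1.5, limit read from the data, passing the limit was not always enough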; note: strong numbers were not always called active
eLon inh: inhibits E. coli Lon protease. 360,000 tested, 0.42% active. purified E. coli Lon protease, fluorescence polarization. inhibition, % at 7.94 µM. P0A9M0; in the data active = inhibition above about 13%, passing the limit was not always enough;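 note: 0% = enzyme with probe and DMSO and 100% = no enzyme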
bovine MsrA act: activates bovine MsrA enzyme. purified bovine MsrA, absorbance read-out. activation, % at 10.6 µM. 360,000 tested, 0.3% active; in the data active = activation above about 7.5%;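 note: 0% = vehicle and 100% = reference activator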
MsrA inh: inhibitors of bovine MsrA. purified bovine MsrA, absorbance read-out. inhibition, % at 15.5 µM. 360,000 tested, 0.75% active; in the data active = inhibition above about 4.5%;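 note: 0% = vehicle wells with enzyme and 100% = reference inhibitor wells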
SKN-1 inh: inhibitors of C. elegans SKN-1. inhibition, % at 21.8 µM. 360,000 tested, 0.49% active. AID 624304. C. elegans VP596 Pgst-4::GFP/RFP ratio, acrylamide-induced, 24 h;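 active = interference check ratio from 0.5 to 1.5 plus GFP to RFP signal ratio inhibition reaching or exceeding a fixed threshold, cut at about 30% in these data, passing the limit was not always enough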; note: some compounds called inactive have numbers as strong as hits
Neddyl block: blocks human cullin neddylation | TR-FRET cullin neddylation, biochemical | calls only at 25 µM | 360,000 tested, 0.58% active | AID 651699; in the data active = inhibition above about 36%
Target sequence (P61081 whole entry, looked up): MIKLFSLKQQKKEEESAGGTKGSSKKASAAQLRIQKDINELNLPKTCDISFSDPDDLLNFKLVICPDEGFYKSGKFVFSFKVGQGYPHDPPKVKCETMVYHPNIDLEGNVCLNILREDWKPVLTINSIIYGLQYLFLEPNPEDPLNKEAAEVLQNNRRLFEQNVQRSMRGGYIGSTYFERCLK
Target sequence (Q13564 whole entry, looked up): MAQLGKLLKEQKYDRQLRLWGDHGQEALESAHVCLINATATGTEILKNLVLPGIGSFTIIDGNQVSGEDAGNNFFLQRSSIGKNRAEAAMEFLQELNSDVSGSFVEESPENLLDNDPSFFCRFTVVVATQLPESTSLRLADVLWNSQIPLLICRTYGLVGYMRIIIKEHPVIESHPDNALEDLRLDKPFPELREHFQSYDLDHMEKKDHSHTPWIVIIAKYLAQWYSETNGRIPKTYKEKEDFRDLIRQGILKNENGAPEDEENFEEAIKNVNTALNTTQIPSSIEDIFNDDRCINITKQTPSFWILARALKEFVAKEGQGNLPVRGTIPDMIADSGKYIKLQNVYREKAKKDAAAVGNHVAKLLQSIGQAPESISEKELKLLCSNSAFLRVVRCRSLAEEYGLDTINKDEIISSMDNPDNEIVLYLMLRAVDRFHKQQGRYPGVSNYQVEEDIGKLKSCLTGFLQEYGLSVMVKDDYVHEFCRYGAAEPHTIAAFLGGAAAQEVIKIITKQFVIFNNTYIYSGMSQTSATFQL
Rin1 Abl inh: human Rin1-Abl interaction inhibition. P00519+Q13671. TR-FRET Rin1/Abl binding, biochemical. inhibition, % at 7.35 µM. 360,000 tested, 0.4% active. AID 588664; in the data active = inhibition above about 5%, passing the limit was not always enough
* hit, by the source's call; i = inactive; nt = no result given.

SMILES	MT1-MMP act inh	FAS-TE inh	CendR NRP1 mod	eLon inh	bovine MsrA act	MsrA inh	SKN-1 inh	Neddyl block	Rin1 Abl inh
O=C1CC(c2ccc3c(c2)OCO3)c2cc3c(cc2N1)OCCO3 (stereo not drawn)	5	2	3	-14	-7	-0.4	6	i	-1
Cc1cccc(OCC(=O)NNC(=O)C2CCCCC2C(=O)O)c1 (stereo not drawn)	2	-12	-7	-8	-6	0.6	11	i	0
CCOc1ccc(C2=Nn3c(nnc3-c3ccco3)SC2)cc1	11	-2	-13	-2	1	2.5	11	i	0
COc1cc(NC(=O)c2cc3nc(C)cc(C)n3n2)c(OC)cc1Cl	-4	3	-9	-1	-2	-0.3	12	nt	3
CCN(CC)S(=O)(=O)c1ccc(OC)c(NC(=O)c2ccc(N3CCCC3=O)cc2)c1	-2	-2	-4	-9	-3	0.4	4	i	2
O=[N+]([O-])C(=C1SCCS1)C(=C(Cl)Cl)N1CCCCC1	0	20	1	0	-2	1.6	9	i	1
C[C@@H]1CN([C@H](C)CO)C(=O)CCCn2nncc2CO[C@H]1CN(C)C(=O)Nc1ccc(N2CCCCC2)cc1	5	-5	-12	-5	-1	-0.6	8	i	-13
C[C@@H](C(=O)NCCc1c[nH]c2ccccc12)[C@H]1C[C@]1(C)[C@H](NC(=O)OCc1ccccc1)c1ccccc1	-2	18	10	8	-1	0.0	-4	i	-2
C(=N\NC1=Nc2cccc3cccc1c23)/c1ccccc1	-12	19	-10	-65	-9	1.1	20	i	-2
CCn1c(CSc2nc(C)cc(C)n2)nnc1SCC(=O)Nc1nc(-c2ccccc2)cs1	4	-14	10	0	-8	-1.1	3	i	1
CC1(NC(=O)c2cccc(S(=O)(=O)N3CCN(c4ccc(F)cc4)CC3)c2)CCS(=O)(=O)C1 (stereo not drawn)	4	1	4	-12	-2	1.9	0	i	0
O=C1NC[C@@H](CCCCN2C[C@H](Cc3ccccc3)N(Cc3ccccc3)C(=O)C2=O)N(Cc2ccccc2)C1=O	0	-3	0	-6	2	0.4	-2	i	nt
COc1cccc(CN2C(=NC(=O)CCC3CCCC3)SC3CS(=O)(=O)CC32)c1 (stereo not drawn)	-2	10	-1	3	-3	0.8	3	i	6
Cc1ccc(NC(=O)COC(=O)[C@@H]2CC(O)CN2S(=O)(=O)c2ccc3c(c2)OCCO3)cc1 (stereo partly drawn)	4	-2	-8	-2	-4	0.9	8	i	3
Cc1ccc2c(c1)c1n[nH]c(=S)nc1n2CCc1ccccc1	2	-3	-17	9	0	-0.6	6	i	-2
CC(O)(c1ccc(F)c(F)c1)c1nc(/C=C/c2ccccc2)cs1 (stereo not drawn)	-2	40	3	4	0	1.1	20	i	2
CCN(CC(=O)Nc1c(F)cccc1F)C(=O)c1ccc(N2CCCC2)c([N+](=O)[O-])c1	3	-3	3	-10	-2	0.6	6	i	-2
COc1ccccc1CNC(=O)C1CCCN(S(=O)(=O)c2cccc3cccnc23)C1 (stereo not drawn)	0	0	-16	-2	-1	1.1	-21	i	2
O=C1CCc2cc(S(=O)(=O)N3CCCCC3)cc3c2N1CC3	4	-7	12	-4	-3	0.2	-9	i	2
Cc1cccc(C)c1NC(=O)C(c1ccc(-c2ccccc2)cc1)n1c(=O)c(-c2ccco2)nc2ccccc21 (stereo not drawn)	-8	nt	-36	nt	nt	-0.9	2	i	nt
CCOC(=O)C1=CN(CC)S(=O)(=O)NC1c1ccc(C(F)(F)F)cc1 (stereo not drawn)	5	2	5	-7	-12	1.8	-1	i	5
O=C(N/N=C/c1ccco1)c1cc(=O)[nH]c2ccccc12	5	-7	6	-13	-5	2.0	0	i	0
CC(=O)NCCNc1nc2cc(-c3ccc(C(=O)N4CCN(C)CC4)cc3)sc2c(=O)n1C	1	-3	-16	5	-1	0.5	8	i	-3
Nc1cc(=O)[nH]c(SCC(=O)NCC2CCCO2)n1 (stereo not drawn)	5	-8	16	0	-3	1.4	22	i	0
N#Cc1cccc(NC(=O)CNc2cccc(S(=O)(=O)N3CCCC3)c2)c1	0	1	5	3	-1	-0.4	15	i	0
Next structures
SMILES	MT1-MMP act inh	FAS-TE inh	CendR NRP1 mod	eLon inh	bovine MsrA act	MsrA inh	SKN-1 inh	Neddyl block	Rin1 Abl inh
CCOC(=O)c1[nH]c(C)c(C(=O)N2CCN(C(=O)c3ccco3)CC2)c1C	-1	0	-4	-8	-6	-0.3	5	i	1
CCCc1nc(NCc2ccco2)c(C#N)c2c1COC(C)(C)C2	3	-4	9	6	-1	-0.3	-17	i	0
C=CCNc1oc(-c2ccc(-c3ccccc3)cc2)nc1C#N	2	6	-8	-1	0	nt	-12	nt	-2
COC(=O)[C@@]12C[C@@H](CC(=O)NCc3cccc(C(F)(F)F)c3)C(=O)N(Cc3ccccc3)C1=CCC(C)(C)C2	-9	nt	-8	nt	nt	0.8	9	i	nt
Cc1cccc(C(C)C)c1NC(=O)C(C)OC(=O)Cc1n[nH]c(=O)c2ccccc12 (stereo not drawn)	2	-5	-8	2	-2	0.2	-1	i	1
Nc1ncc(Br)cc1S(=O)(=O)Nc1cc(C(F)(F)F)cc(C(F)(F)F)c1	5	30	1	3	1	1.3	-8	i	3
Cc1ccc2c(C)c(C(=O)N(C)Cc3ccncn3)oc2c1C	-1	-3	6	-3	-3	0.6	17	i	0
CCC(C)NC(=O)COC(=O)c1cc([N+](=O)[O-])ccc1Sc1nc(C)cs1 (stereo not drawn)	2	46	14	-2	-1	1.8	9	i	-5
Cc1c(CN2CCCC(C(=O)c3cccc(OC(C)C)c3)C2)c(=O)n(-c2ccccc2)n1C (stereo not drawn)	0	2	5	5	-1	-1.4	8	i	-1
O=c1[nH]c2ccccc2c(O)c1-c1ccccc1	5	-3	4	-2	-2	0.8	19	i	0
O=S(=O)(NCCCCCNS(=O)(=O)c1ccccc1)c1ccccc1	-6	-7	-7	-6	-6	-0.1	27	i	-2
c1ccc2c(c1)CCCC2C1=NCCN1 (stereo not drawn)	0	-3	3	4	-2	1.2	20	i	-4
O=C(Nc1ccc(F)cc1)c1ccc2nc[nH]c2c1	4	-12	-7	-2	-10	1.1	-6	i	2
CCOc1ccc(N(CC(=O)NCCSCc2ccco2)S(=O)(=O)c2ccc(F)cc2)cc1	-1	23	-6	2	-1	-1.3	-3	i	2
COc1ccc(NC(=O)Nc2cccc(F)c2)c(OC)c1	8	0	4	0	-3	0.3	2	i	1
O=c1c2ccccc2nc(/C=C/c2ccccc2)n1CCCO	-3	0	13	18	-14	4.6*	4	i	2
O=C(O)CCn1c(=S)n(CCC(=O)O)c2ccccc21	-6	-6	0	-2	-4	-0.1	3	i	-2
COC(=O)CN1C(c2ccc(OC)cc2)=Nc2ccc(Cl)cc2C1c1ccccc1 (stereo not drawn)	-18	33	1	-4	-5	0.3	3	i	0
Cc1ccc(C(=O)N2CCC3(CC2)Oc2ccc(F)cc2C(=O)C32CC(c3cccnc3)=NO2)s1 (stereo not drawn)	-5	14	3	-5	-1	0.3	0	i	-2
CCSc1ccccc1C(=O)n1nnc2ccccc21	15	37	-10	4	-4	nt	-8	i	0
O=[N+]([O-])c1ccc2nc(/C=C/c3ccc(Cl)cc3)[nH]c2c1	16	39	-20	-2	-4	1.4	28	i	-1
O=C(Nc1nnc([C@H]2C[C@H](O)[C@@H](CO)O2)s1)c1cccc(Cl)c1	-3	-7	-17	-13	-8	2.0	-5	i	1
c1ccc(-c2noc(CN3CCCC(OCc4ccccn4)C3)n2)cc1 (stereo not drawn)	-2	-2	8	-7	-1	0.0	15	i	-1
O=C(CCCN1C(=O)C(=Cc2ccc3c(c2)OCO3)SC1=S)Nc1ccc(C(=O)O)c(O)c1	-1	20	-63	-16	-4	0.3	4	i	-2
Fc1ccc(Nc2nnc(C(F)(F)F)s2)cc1	0	-4	4	-5	-3	-0.4	3	i	0

Shown with values under each structure: two of the compounds above
Below each SMILES: MT1-MMP act inh | FAS-TE inh | CendR NRP1 mod | eLon inh | bovine MsrA act | MsrA inh | SKN-1 inh | Neddyl block | Rin1 Abl inh
- O=[N+]([O-])c1ccc2nc(/C=C/c3ccc(Cl)cc3)[nH]c2c1
  16 | 39 | -20 | -2 | -4 | 1.4 | 28 | i | -1
- c1ccc2c(c1)CCCC2C1=NCCN1 (stereo not drawn)
  0 | -3 | 3 | 4 | -2 | 1.2 | 20 | i | -4

The listing picks up; the 7 compounds before the break are reprinted first.
SMILES	MT1-MMP act inh	FAS-TE inh	CendR NRP1 mod	eLon inh	bovine MsrA act	MsrA inh	SKN-1 inh	Neddyl block	Rin1 Abl inh
Cc1ccc(C(=O)N2CCC3(CC2)Oc2ccc(F)cc2C(=O)C32CC(c3cccnc3)=NO2)s1 (stereo not drawn)	-5	14	3	-5	-1	0.3	0	i	-2
CCSc1ccccc1C(=O)n1nnc2ccccc21	15	37	-10	4	-4	nt	-8	i	0
O=[N+]([O-])c1ccc2nc(/C=C/c3ccc(Cl)cc3)[nH]c2c1	16	39	-20	-2	-4	1.4	28	i	-1
O=C(Nc1nnc([C@H]2C[C@H](O)[C@@H](CO)O2)s1)c1cccc(Cl)c1	-3	-7	-17	-13	-8	2.0	-5	i	1
c1ccc(-c2noc(CN3CCCC(OCc4ccccn4)C3)n2)cc1 (stereo not drawn)	-2	-2	8	-7	-1	0.0	15	i	-1
O=C(CCCN1C(=O)C(=Cc2ccc3c(c2)OCO3)SC1=S)Nc1ccc(C(=O)O)c(O)c1	-1	20	-63	-16	-4	0.3	4	i	-2
Fc1ccc(Nc2nnc(C(F)(F)F)s2)cc1	0	-4	4	-5	-3	-0.4	3	i	0
Fc1ccc(CSc2nnc(-c3ccncc3)o2)cc1	-11	-1	-3	3	0	1.1	16	i	-2
CC(NC(=O)C12CC3CC(CC(C3)C1)C2)c1ccc2c(c1)OCCO2 (stereo not drawn)	3	5	4	6	-2	-0.1	20	i	2
Cc1noc(C)c1S(=O)(=O)N(C)C[C@H]1Oc2ccc(NS(=O)(=O)c3ccccc3)cc2C(=O)N([C@H](C)CO)C[C@@H]1C	2	-11	7	-8	-9	1.6	-2	i	2
CC(C)Cn1cnc2c(c1=N)C(c1ccccc1)C1=C(CC(C)(C)CC1=O)O2 (stereo not drawn)	-3	-1	-16	0	-1	-0.8	8	i	7.0*
COc1ccc(S(=O)(=O)N2CCCCC2)cc1NC(=O)C1CCCO1 (stereo not drawn)	3	-4	12	-2	-3	-0.2	9	i	6
CCc1ccc(OCC(=O)Nc2ccncc2)c(Br)c1	-1	-1	12	0	-2	0.9	29	i	1
COc1cccc(C(=O)OCC(=O)NCCNC(=O)COC(=O)c2cccc(OC)c2OC)c1OC	-3	-6	9	-11	-1	0.3	-10	i	-2
CS(=O)(=O)N(CC(=O)N1CCCC1)Cc1ccc(F)cc1	1	-2	6	-10	-4	-1.7	6	i	2
CC1(C(=O)NS(=O)(=O)c2ccc(C#N)cc2)CCN1C(=O)Cc1ccc(-c2ccccc2)cc1 (stereo not drawn)	-4	16	-13	-7	-2	-0.6	10	i	1

Part of the list above in order of number of heavy atoms, ascending.
SMILES	MT1-MMP act inh	FAS-TE inh	CendR NRP1 mod	eLon inh	bovine MsrA act	MsrA inh	SKN-1 inh	Neddyl block	Rin1 Abl inh
COc1cc(NC(=O)c2cc3nc(C)cc(C)n3n2)c(OC)cc1Cl	-4	3	-9	-1	-2	-0.3	12	nt	3
COC(=O)CN1C(c2ccc(OC)cc2)=Nc2ccc(Cl)cc2C1c1ccccc1 (stereo not drawn)	-18	33	1	-4	-5	0.3	3	i	0
O=C1NC[C@@H](CCCCN2C[C@H](Cc3ccccc3)N(Cc3ccccc3)C(=O)C2=O)N(Cc2ccccc2)C1=O	0	-3	0	-6	2	0.4	-2	i	nt
